TNAP inh noacc = human TNAP enzyme inhibitors, primary screen, biochemical, luminescent, no phosphate acceptor, uHTS; Alkaline phosphatase, tissue-nonspecific isozyme (Homo sapiens), P05186; purified TNAP, CDP-star luminescence, 30 min; inhibition, % at 20 µM; hit rate 0.26% among 200,000; AID 1012, 2008;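 active = tissue-nonspecific alkaline phosphatase inhibition above about 50% at 20 µM in the single-dose screen, limit read from the data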;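 note: 0% = DMSO negative control and 100% = EDTA positive control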
Target sequence (P05186 whole entry, looked up): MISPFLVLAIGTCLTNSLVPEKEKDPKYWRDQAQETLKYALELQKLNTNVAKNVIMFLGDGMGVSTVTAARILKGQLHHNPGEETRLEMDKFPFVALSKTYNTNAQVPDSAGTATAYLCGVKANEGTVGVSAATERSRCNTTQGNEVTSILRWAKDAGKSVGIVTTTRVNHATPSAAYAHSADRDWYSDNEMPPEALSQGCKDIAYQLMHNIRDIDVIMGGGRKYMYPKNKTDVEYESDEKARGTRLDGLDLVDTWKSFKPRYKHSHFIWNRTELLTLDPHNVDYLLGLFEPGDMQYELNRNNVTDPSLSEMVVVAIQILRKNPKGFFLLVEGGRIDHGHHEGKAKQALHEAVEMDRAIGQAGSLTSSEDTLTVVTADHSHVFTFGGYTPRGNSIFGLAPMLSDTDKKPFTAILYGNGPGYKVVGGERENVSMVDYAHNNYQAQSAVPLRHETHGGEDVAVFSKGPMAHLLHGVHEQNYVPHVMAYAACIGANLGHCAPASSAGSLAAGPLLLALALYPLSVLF
Lmaj promast = Leishmania major promastigote growth inhibition, primary screen | Leishmania major promastigotes, resazurin fluorescence viability | inhibition, % at 10 µM | hit rate 9% among 200,000 | AID 1063, 2008; in the data active = inhibition above about 50%;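 note: promastigotes grown with compound for 44 hours at 28 °C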
TNAP inh hi DEA = human TNAP enzyme inhibitors, primary screen, biochemical, luminescent, high phosphate acceptor level, uHTS. hit rate 0.03% among 200,000. Alkaline phosphatase, tissue-nonspecific isozyme (Homo sapiens), P05186. inhibition, % at 20 µM. purified TNAP, CDP-star luminescence, 1 M DEA;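 active = over 50% inhibition of tissue-nonspecific alkaline phosphatase at 20 µM in the single-dose screen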;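 note: plate controls were DMSO wells for no effect and EDTA-quenched wells as full inhibition for full effect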
bIAP inh = bovine intestinal alkaline phosphatase inhibitors, primary screen, selectivity assay for TNAP inhibitor project, biochemical, bovine IAP, CDP-star luminescence. alkaline phosphatase, intestinal [Bos taurus]. purified bovine IAP, 30 min. inhibition, % at 20 µM. 190,000 tested, under 10 active;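 active = over 50% inhibition of intestinal alkaline phosphatase at 20 µM in the single-dose screen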
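Assay system: bovine IAP enzyme; medium: DEA buffer 100 mM, pH 9.8, with MgCl2 1.0 mM, ZnCl2 0.02 mM; doses: 20 µM single dose; incubation: enzyme reaction for 30 min at room temperature; detection: CDP-star luminescence signal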
PMI act = activators of human PMI, primary screen, biochemical, fluorescence intensity, near-Km mannose 6-phosphate; Mannose-6-phosphate isomerase (Homo sapiens), P34949; purified human PMI, coupled resazurin fluorescence, 20 min; stronger effect = higher value; 1 = vehicle control, 0 substrate-free wells; activation factor at 20 µM; hit rate 0.005% among 190,000; AID 1214, 2008;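 active = activation factor of 2 or more at 20 µM, relative to plate controls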
Target sequence (P34949 whole entry, looked up): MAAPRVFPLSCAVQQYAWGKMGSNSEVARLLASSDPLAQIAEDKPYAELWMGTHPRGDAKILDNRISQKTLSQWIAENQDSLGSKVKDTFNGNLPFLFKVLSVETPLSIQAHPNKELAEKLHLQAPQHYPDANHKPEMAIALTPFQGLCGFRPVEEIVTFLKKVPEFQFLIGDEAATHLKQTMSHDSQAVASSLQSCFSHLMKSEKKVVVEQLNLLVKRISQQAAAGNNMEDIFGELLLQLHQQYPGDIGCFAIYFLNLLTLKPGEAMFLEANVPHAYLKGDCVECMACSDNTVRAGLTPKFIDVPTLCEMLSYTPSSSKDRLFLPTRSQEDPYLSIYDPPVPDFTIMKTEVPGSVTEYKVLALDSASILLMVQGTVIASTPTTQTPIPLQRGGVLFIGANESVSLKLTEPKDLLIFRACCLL
TNAP act hi DEA = TNAP activators at high phosphate acceptor level, primary screen, biochemical, luminescence, uHTS; Alkaline phosphatase, tissue-nonspecific isozyme (Homo sapiens), P05186; purified TNAP, CDP-star luminescence, 1 M DEA, 30 min; stronger effect = higher value; 0 = EDTA background, 1 = DMSO-only activity; activation factor at 20 µM; 200,000 tested, under 10 active;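 active = activation factor at least 2 at 20 µM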
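Dosing: 20 µM single point. System: human TNAP. Amount: TNAP 1/800 final. Incubation: 30 min, room temperature. Read-out: TNAP activation factor scaled between EDTA and DMSO control wells. Signal: luminescence from CDP-star hydrolysis. Medium: 1 M DEA, pH 9.8, Mg2+, Zn2+. Control set: EDTA negative control, DMSO positive control.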
Diaph inh CS = diaphorase inhibitors and chemical oxidizers, primary screen, counter-screen for diaphorase-coupled primary assays, biochemical, uHTS, resorufin fluorescence; diaphorase resazurin-to-resorufin fluorescence, NADH, 16 min; bacterial (C. kluyveri) enzyme, not human; inhibition, % at 20 µM; hit rate 0.69% among 190,000;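 active = primary screen inhibition at 20 µM above a set limit, cut at about 50% in these data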;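 note: plate controls were DMSO with full reaction for no effect and wells lacking NADH for full effect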
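Test system: bacterial diaphorase enzyme (C. kluyveri); Quantity: 0.14 U/mL diaphorase, enzyme working solution; Times: reaction incubation of 16 min at room temperature; Measured by: fluorescence of resorufin formed from resazurin, Ex 544/Em 590 nm; Benchmarks: positive control minus NADH, DMSO neutral control.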
Diaphorase act = compounds boosting diaphorase resazurin reduction – biochemical, uHTS, resorufin fluorescence, counter-screen for diaphorase-coupled primary assays, primary screen; Diaphorase/resazurin coupled assay, 16 min; stronger effect = higher value; 1 = vehicle wells, 0 = NADH-free wells; activation factor at 20 µM; hit rate 0.005% among 190,000; AID 1229, 2008;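 active = diaphorase activity raised at least twofold by the compound at 20 µM; inactive = activation factor below 2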
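Test system: Clostridium kluyveri diaphorase, purified enzyme; input: enzyme 0.07 U/mL final; buffer or medium: 50 mM HEPES pH 7.4 with 4.542 mM MgCl2, 0.005% Tween 20; also added: 0.114 mM NADH and 0.1 mM resazurin, final amounts; schedule: 16 min enzyme reaction, ambient temperature; technique: fluorescence of resorufin, 544 nm excitation, 590 nm emission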
PMI act satM6P = human PMI activators, high substrate, primary screen, biochemical, fluorescence intensity, near-saturating mannose 6-phosphate; activation factor at 20 µM; AID 1216, 2008; coupled PMI enzyme assay, resazurin fluorescence, 20 min; stronger effect = higher value; 1 = untreated enzyme, 0 = substrate-free blank; hit rate 0.34% among 190,000;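 active = activation factor of 2 or more at 20 µM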
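Test system: human phosphomannose isomerase with PGI, G6PDH, diaphorase coupling enzymes; amount: 15 ng/mL PMI; incubation: enzyme reaction with compound 20 min at room temperature; technique: resorufin fluorescence (Ex 544/Em 590 nm) from resazurin via diaphorase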
bIAP activator = bovine intestinal alkaline phosphatase activators, primary screen, biochemical, bovine IAP, CDP-star luminescence | alkaline phosphatase, intestinal [Bos taurus] | purified bovine IAP, 30 min; stronger effect = higher value; fold of DMSO-control signal, blank-subtracted | activation factor at 20 µM | hit rate 0.17% among 200,000 | AID 1016, 2008;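 active = activation factor of 2 or more at 20 µM, a signal rise over negative controls twice the positive control's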
The depositor's hits bear a star; . = no result given.

SMILES	TNAP inh noacc	Lmaj promast	TNAP inh hi DEA	bIAP inh	PMI act	TNAP act hi DEA	Diaph inh CS	Diaphorase act	PMI act satM6P	bIAP activator
N#Cc1cc(Br)ccc1N=C1CCCN1c1ccccc1	3	3	-7	14	1	1.1	-3	1	1.2	0.9
CCOc1ccc(N(CC(=O)NCCc2ccc(OC)cc2)S(C)(=O)=O)cc1	-6	-7	0	8	1	1	9	0.9	1	0.9
O=C(/C=C/c1ccc(S(=O)(=O)N2CCOCC2)cc1)NCc1ccccc1Cl	0	80*	-6	3	1	1.1	4	1	1	1
Cc1ccc(C(=O)CSc2nnc(COc3cccc4cccnc34)o2)cc1	-6	-9	-2	7	0.9	1	14	0.9	1	0.9
CCOC(=O)N1CCC(NC(=O)c2cc(C)c3c(C)nn(-c4ccccc4)c3n2)CC1	-18	10	-5	2	0.9	1.1	21	0.8	0.9	1
CCOC(=O)C(=Cc1ccc(OCc2ccc([N+](=O)[O-])cc2)c(OC)c1)C(=O)OCC	-10	19	2	18	0.8	1	19	0.8	0.8	0.8
Cc1nn(-c2cccc(Cl)c2)c2c1C(c1cccnc1)C(C#N)=C(N)O2 (centres undefined)	-4	0	2	23	1.3	1	20	0.8	1	0.8
O=C1CSC(c2cccnc2)N1C1CCCCC1 (centres undefined)	-6	5	-4	6	1.2	1	10	0.9	1	0.9
Cc1ccc(NC(=O)CSCc2ccco2)cc1	-16	-3	-6	0	1	1.1	6	0.9	1	1
COc1cc(NC(=O)CSc2nnc(C)s2)cc(OC)c1OC	-14	-1	-2	4	0.9	1	18	0.8	0.9	1
COCCn1c(SCC(=O)Nc2nc(C)c(Cl)cc2Cl)nc2ccccc21	-2	-5	-6	2	1	1.1	15	0.8	0.9	1
O=C(COC(=O)C1CCN(S(=O)(=O)c2cccc3cccnc23)CC1)c1ccc(F)cc1	-4	-3	2	9	1	1	11	0.9	0.8	0.9
Cc1ccc(S(=O)(=O)/N=C2/NC(=O)/C(=C/c3cccnc3)S2)cc1	-4	-13	-3	-1	0.9	1	12	0.9	0.9	1
CCC(C)Sc1nc2c(c(=O)[nH]c(=O)n2C)n1Cc1ccccc1Cl (centres undefined)	-9	.	-4	6	0.9	1	-1	1	0.9	0.9
COc1ccc(S(=O)(=O)N2CCC(C(=O)NCCc3ccccc3)CC2)cc1OC	-16	-1	-6	16	0.9	1.1	18	0.8	0.9	0.8
Cc1ccc(NC(=O)C(Cc2ccccc2)NC(=O)c2ccco2)cc1 (centres undefined)	-11	8	-8	13	1	1.1	12	0.9	1	0.9
CNCC(O)C(O)C(O)C(O)CO (centres undefined)	-7	-11	-7	8	1	1.1	3	1	1.1	0.9
CCCCCn1c(=S)[nH]c2cc(C(=O)N3CCCC3)ccc2c1=O	-11	-6	-2	5	1	1	1	1	1	0.9
CC1CCCC(NC(=O)COC(=O)Cc2ccc(Br)cc2)C1C (centres undefined)	-3	-12	1	-4	0.9	1	13	0.9	0.9	1
O=C1CCCc2ccccc2N1Cc1ccccc1Cl	-7	4	1	-1	1	1	-5	1.1	1	1
Clc1ccc2c(c1)c1ccccc1n2CN1CCOCC1	6	-6	-4	-3	0.9	1	-4	1	1	1
CN(C(=O)CSc1nnc(-c2cccc(F)c2)n1N)C1CCS(=O)(=O)C1 (centres undefined)	-10	2	-1	3	1.1	1	-2	1	1	1
COC(=O)C1C(=O)C2=C(CC1C)NC(C)=C(C(=O)OC(C)C)C2c1ccc(OC)c(O)c1 (centres undefined)	-9	20	1	-4	0.8	1	3	1	1	1
NC(=O)C1CCN(C(=O)CSc2ccccn2)CC1	-10	-4	-8	6	1	1.1	7	0.9	1	0.9
COc1ccc(-n2c(COc3ccc(Cl)cc3)nnc2SCc2ccc(C#N)cc2)cc1	3	19	-6	6	0.9	1.1	19	0.8	1.1	0.9
CCn1c(SCCOc2ccc(Cl)cc2)nnc1-c1cccs1	-16	27	-9	-2	1	1.1	21	0.8	0.9	1
CN1C(=O)c2cccc3c(S(=O)(=O)NCc4ccco4)ccc1c23	-15	10	-2	20	0.8	1	36	0.6	1	0.8
O=C(Nc1cccnc1)c1ccccc1Oc1ccccc1	-8	2	-2	2	1	1	1	1	1.1	1
COc1ccc(CN2CCN(C(=O)CC(C)C)CC2)cc1OC	-10	-4	-2	-5	0.9	1	0	1	1	1.1
Nc1cccc(-c2nc3ccc(N)cc3s2)c1	-10	-1	-4	1	1	1	19	0.8	0.8	1
CS(=O)(=O)N1N=C(c2ccccc2)CC1c1cccs1 (centres undefined)	-11	-1	-4	-4	1	1	10	0.9	1	1
CCOc1cc(N2CCOCC2)c(OCC)cc1NC(=O)c1cccc(N(C)C)c1	-7	-6	-4	-6	0.9	1	13	0.9	0.8	1.1
CCn1c(=O)c(C(=O)CN2CCCc3ccccc32)c(N)n(Cc2ccccc2)c1=O	-11	26	-8	2	1.4	1.1	28	0.7	1.4	1
COc1ccc2nc(SC)c(C#N)cc2c1	-7	-5	-2	-5	1	1	7	0.9	0.5	1
CS(=O)(=O)N1N=C(c2ccc(Br)cc2)CC1c1cccs1 (centres undefined)	-8	5	-3	19	0.9	1	21	0.8	1	0.8
O=C(NCc1cccc(C(F)(F)F)c1)C1CC(c2c(Cl)cccc2Cl)=NO1 (centres undefined)	1	12	-4	18	0.8	1	12	0.9	0.9	0.8
CC1=[N+](C)N(c2ccccc2)C(=O)C1N=Cc1ccc(Cl)cc1 (centres undefined)	-7	-6	-7	-11	0.9	1.1	18	0.8	0.9	1.1
COC(=O)C1C(C(C)C)N(c2ccccc2)OC1(C)O (centres undefined)	-4	-7	-3	4	1	1	9	0.9	0.9	1
O=C(COC(=O)c1cccc(O)c1)Nc1ccc(OC(F)F)cc1	-18	-1	2	8	1	1	10	0.9	1	0.9
CCn1c(OC)nc2c1c(=O)n(C)c(=O)n2C	-4	-2	-6	7	1	1.1	-11	1.1	1.1	0.9
CCc1ccc(NC(=S)N2CCCC(C(F)(F)F)C2)cc1 (centres undefined)	-1	96*	-2	-1	0.9	1	14	0.9	0.9	1
CCOC(=O)NC(=O)CSc1nnnn1-c1ccc(Cl)cc1	-1	-8	-4	18	1.1	1	0	1	1	0.8
O=C(NC1CCN(Cc2ccccc2)CC1)C1CCN(c2nnc(-n3cccc3)s2)CC1	1	19	-2	-3	1	1	-16	1.2	1	1
COc1cc(C(=O)NCc2ccco2)cc(OC)c1OC	-7	-6	0	5	0.9	1	12	0.9	0.9	1
CCSCCNC(=O)c1cncc(Br)c1	2	-3	-4	1	1	1	-12	1.1	1.1	1
O=C(COc1ccc2ccccc2c1CN1CCOCC1)N1CCc2ccccc21	-15	60*	-11	-4	1	1.1	14	0.9	1	1
O=C(COC(=O)c1cc(NS(=O)(=O)c2cccs2)ccc1O)Nc1cc(Cl)ccc1Cl	1	3	-1	-18	1.1	1	-12	1.1	0.9	1.2
O=C(NCc1ccc2c(c1)OCO2)c1ccc(-n2cnnn2)cc1	-8	-1	1	20	1	1	-4	1	1.1	0.8
Oc1ccc(/C=N/Nc2ccc(C(F)(F)F)cn2)cc1O	22	95*	8	-27	0.4	0.9	54*	0.5	0.8	1.3
Cc1cccc(OCCNc2ccc([N+](=O)[O-])cn2)c1	-12	5	-4	.	1	1	12	0.9	1	0.4
CCCCCCCCCS(=O)(=O)Nc1cc(C)ccn1	-6	-6	4	3	1	1	0	1	0.9	1
COc1cccc(N(CC(=O)NCC2CCCO2)C(=O)CCC(=O)Nc2nccs2)c1 (centres undefined)	-13	-1	-8	-11	0.9	1.1	13	0.9	1	1.1
CCN(CC)CCn1c(=S)[nH]c2ncccc2c1=O	-3	1	0	9	0.9	1	18	0.8	0.9	0.9
CCOc1ccc(N2CSC3=C(C#N)C(c4ccco4)CC(=O)N3C2)cc1 (centres undefined)	-2	8	3	2	1.3	1	42	0.6	1.6	1
O=C(NC1CCSC1=O)C1CCCCC1 (centres undefined)	-3	-4	1	9	1	1	11	0.9	1	0.9
CCOC(=O)N1CCC(N(CCN(C)C)C(=S)Nc2cccc(Cl)c2)CC1	-8	1	-6	-2	1	1.1	16	0.8	0.9	1
Cc1ccc(C(=O)Nc2cc(Cl)ccc2Oc2ccccc2)cc1[N+](=O)[O-]	-5	-2	-2	31	0.9	1	5	1	0.9	0.7
O=C(NCc1cccnc1)/C(=C/c1ccc(-c2cccc(Cl)c2)o1)S(=O)(=O)c1ccccc1	-12	100*	-8	6	1	1.1	15	0.8	1	0.9
CSc1ccc(/C=N/NC(=O)c2cccc(Cl)c2)cc1	-13	0	-1	0	1	1	3	1	1	1

Assay outcomes deposited in PubChem by several laboratories.
